High-throughput results as filed in PubChem.
FadD28 FP inh = M. tuberculosis FadD28 bisubstrate binding inhibition; FadD28 bisubstrate probe binding, fluorescence polarization; inhibition, % at 12.5 µM; hit rate 0.22% among 360,000; AID 588549; in the data active = inhibition above about 8.5%, passing the limit was not always enough; inconclusive = no clear call, values can overlap the other calls
CCHF vOTU inh = blocks the CCHF virus ovarian tumor domain protease | hit rate 0.55% among 370,000 | AID 651958 | inhibition, % at 11.5 µM | CCHFV vOTU protease, Pep-AMC fluorescence; also: 0% = vehicle wells with enzyme and 100% = no enzyme wells
GDH-TPI inh = inhibits GDH-TPI coupling enzymes, artifact for Mtb FBA screen | inhibition, % at 4.8 µM | hit rate 1.2% among 360,000 | GDH-TPI coupled enzyme counterscreen, NADH absorbance;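 also: 0% = DMSO wells and 100% = wells lacking the enzyme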
UGM FP inh = blocks M. tuberculosis UGM enzyme. purified UGM, fluorescence polarization probe displacement. hit rate 0.06% among 320,000. inhibition, % at 10 µM; in the data active = inhibition above about 10%, passing the limit was not always enough; inconclusive = no clear call, values can overlap the other calls
Target sequence (P9WIQ1 whole entry, looked up): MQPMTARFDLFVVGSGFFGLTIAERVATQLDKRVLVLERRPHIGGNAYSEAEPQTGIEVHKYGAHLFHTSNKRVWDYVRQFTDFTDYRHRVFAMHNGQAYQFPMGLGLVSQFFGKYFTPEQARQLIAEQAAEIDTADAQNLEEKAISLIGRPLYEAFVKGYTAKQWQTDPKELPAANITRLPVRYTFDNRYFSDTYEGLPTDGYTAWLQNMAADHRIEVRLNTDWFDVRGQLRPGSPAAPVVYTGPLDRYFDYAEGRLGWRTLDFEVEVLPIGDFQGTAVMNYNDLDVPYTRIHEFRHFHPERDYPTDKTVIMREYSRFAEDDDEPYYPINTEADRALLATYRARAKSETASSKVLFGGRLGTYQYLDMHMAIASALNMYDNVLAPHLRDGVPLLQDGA
Mtb BioA inh = blocks M. tuberculosis BioA enzyme activity | purified M. tuberculosis BioA enzyme, plate reader | hit rate 0.096% among 360,000 | inhibition, % at 9.99 µM; in the data active = inhibition above about 40%; inconclusive = no clear call, values can overlap the other calls
FBA Mtb inh = inhibitors of M. tuberculosis fructose-bisphosphate aldolase; purified M. tuberculosis FBA, fluorescence read-out; inhibition, % at 1 µM; hit rate 2.3% among 360,000; AID 588726; in the data active = inhibition above about 27%;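 also: 0% = vehicle and 100% = reference inhibitor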
Target sequence (P9WQA3 whole entry, looked up): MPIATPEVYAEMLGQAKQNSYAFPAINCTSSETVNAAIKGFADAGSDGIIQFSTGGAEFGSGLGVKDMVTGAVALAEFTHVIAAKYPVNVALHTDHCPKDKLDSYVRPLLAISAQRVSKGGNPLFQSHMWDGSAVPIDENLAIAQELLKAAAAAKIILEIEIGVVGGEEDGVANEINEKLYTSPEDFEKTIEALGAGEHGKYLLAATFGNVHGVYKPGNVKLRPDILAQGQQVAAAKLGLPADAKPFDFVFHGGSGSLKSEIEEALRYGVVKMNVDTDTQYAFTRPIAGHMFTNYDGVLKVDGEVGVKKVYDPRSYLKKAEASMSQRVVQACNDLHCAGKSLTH
PrPC surface inh = reduces human prion protein on the cell surface | P04156 | cell surface PrPC, TR-FRET read-out | inhibition, % at 13.8 µM | hit rate 0.43% among 370,000; in the data active = inhibition above about 24%; also: 0% = median of the test wells and 100% = reference compound wells
BoNT-F LC inh = inhibitors of Botulinum neurotoxin F light chain protease | hit rate 0.22% among 360,000 | AID 588497 | inhibition, % at 10 µM | Multiplex microsphere protease cleavage assay, flow cytometry; in the data active = inhibition above about 35%, passing the limit was not always enough; inconclusive = no clear call, values can overlap the other calls; also: plate controls were buffer without enzyme for full effect and enzyme alone for no effect
BoNT-A LC inh2 = inhibitors of Botulinum neurotoxin A light chain protease. multiplex microsphere protease substrate cleavage, flow cytometry. inhibition, % at 10 µM. hit rate 0.17% among 360,000. AID 588499; in the data active = inhibition above about 30%; inconclusive = no clear call, values can overlap the other calls; also: plate controls were buffer without enzyme for full effect and enzyme alone for no effect
Active calls of the source: *; ? = inconclusive; . = no result given; & = joins results of further samples. Rule as the data show it, unless noted: active = inhibition above about 30%; inactive = the rest.

molecule	FadD28 FP inh	CCHF vOTU inh	GDH-TPI inh	UGM FP inh	Mtb BioA inh	FBA Mtb inh	PrPC surface inh	BoNT-F LC inh	BoNT-A LC inh2
O=C(NC1CCCC1)C1CCCN1C(=O)Nc1ccccc1Cl (stereo not drawn)	-7.0	14	3	0.0	-2.1	1	1	-12	-0.9
Cc1nn(CC(=O)N(C)C2CCS(=O)(=O)C2)c(C)c1S(=O)(=O)N(C)C (stereo not drawn)	-3.1	8	6	-1.4	0.1	0	4	0	4.4
CC(C)CNC(=O)C(=O)Nc1ccc(N(C)C)cc1	-3.8	-12	6	-1.5	.	-3	6	2	0.4
Cc1onc(-c2ccccc2Cl)c1C(=O)OCC(=O)Nc1cccc(S(=O)(=O)N(C)C)c1	-4.2	-5	7	1.1	.	2	10	-10	-0.6
Cn1c(SCC(=O)NC2CC2)nnc1-c1ccc(Cl)cc1	0.3	-6	9	0.3	1.8	4	0	-8	-1.5
COC(=O)[C@H](CCSC)NC(=O)c1cccnc1SC	-1.9	-4	-3	-0.2	.	0	-8	-14	-0.4
COc1ccc(C/C(N)=N/OC(=O)c2cccs2)cc1	-2.3	8	-4	1.9	.	-2	7	-2	-0.7
CC(=O)c1ccc(NC(=O)c2ccc(CNc3c(N4CCOCC4)c(=O)c3=O)cc2)cc1	0.1	3	0	-3.3	0.0	3	-3	-2	1.3
CCN1C(=O)[C@@H]2[C@@H](c3ccc(-c4ccc(F)cc4)c(OC)c3)N3CCCC[C@@]3(C(=O)OC)[C@@H]2C1=O	-2.5	14	8	2.5	-1.4	0	-1	0	-1.7
COc1ccc(-c2cn(/N=C/c3ccc(Cl)cc3Cl)c(N)n2)cc1	-2.5	-5	14	1.2	-0.4	2	-1	-10	0.6
CCOC(=O)C1CCCN(S(=O)(=O)c2ccc3c(c2)C(C)(C)C(=O)N3C)C1 (stereo not drawn)	-2.3	-7	9	1.2	4.9	-1	2	5	-0.1
Cc1ccc(O)c(NC(=O)C2CC(c3c(F)cccc3Cl)=NO2)c1 (stereo not drawn)	-5.8	2	-6	-3.6	-1.9	0	-3	-21	-5.2
CC(=O)N1c2ccc(S(=O)(=O)N3CCC(C(=O)Nc4cccc(C(F)(F)F)c4)CC3)cc2CC1C (stereo not drawn)	-0.8	4	3	1.5	0.3	2	22	-5	-0.9
CCCCN(CC)Cc1ccc(CNC(=O)Nc2ccc(F)cc2)o1	-0.4	8	9	1.8	-0.5	0	0	-6	-0.4
CC(C)(C)c1cc(NC(=O)c2ccco2)n(-c2ccccc2)n1	-3.1	11	11	-1.1	.	0	-3	0	-0.1
Cc1noc(C)c1C(=O)OCC(=O)Nc1cc(Cl)ccc1Oc1ccccc1	-2.4	0	-2	-2.4	.	3	-7	-6	0.1
O=C1CC(=O)N(c2cccc(Cl)c2)C(=O)N1	-1.2	3	9	1.5	2.8	3	5	-5	-0.9
CCCCCCN1C[C@@H](n2cc(COC(=O)c3ccccc3)nn2)[C@H](O)C[C@@H]1c1ccc(OC)cc1	-2.6	-3	-3	.	-1.6	-1	10	1	-0.6
CC(C)(C)NC(=O)NC(=O)CN1CCN(S(=O)(=O)c2ccc3c(c2)CCCC3)CC1	-1.8	8	8	0.6	1.3	0	-5	6	-5.1
Cc1cccc(/C=C2/Sc3ccc(C(=O)NCCN4CCCC4)cc3NC2=O)c1	-23	11	8	-2.2	.	-1	-20	-10	-0.6
O=C(NCCC1=CCCCC1)C1CCN(S(=O)(=O)c2ccc(-n3cnnn3)cc2)CC1	0.7	2	15	.	-0.3	0	-9	-3	-0.9
CCOC(=O)c1cc(NC(=O)OC)c(C)nc1C	-3.1	1	1	-0.2	-1.3	-4	-8	-8	0.0
Cc1ccc(S(=O)(=O)NCCc2nnc3ccc(SCC(=O)Nc4nc(C)cs4)nn23)cc1	-3.9	-3	2	1.1	.	0	7	0	1.8
COc1ccc(S(=O)(=O)N2CCN(CCc3ccccc3)CC2)c(OC)c1	-2.6	-13	1	1.2	0.8	1	2	-18	-4.4
CC(=O)N/C(=C\c1ccccc1)C(=O)OCC(=O)N1CCCCCC1	-1.8	2	11	3.9	-1.1	-2	3	-10	1.5
Brc1ccc(NC(c2ccccc2)c2ccncc2)cc1 (stereo not drawn)	-2.8	-6	0	-0.1	0.5	10	6	-42	-3.9
CC[C@]1(C(=O)OC)[C@H]2C(=O)N(C)C(=O)[C@H]2[C@H]2CN=C(SCC3CC3)N21	-0.1	0	5	.	-0.1	1	-2	1	0.3
CCN1CCN(c2nc([N+](=O)[O-])nn2C)CC1	0.1	0	-3	0.7	.	-3	-10	4	-0.1
O=C(CN1CCOCC1)Nc1ccccc1Sc1ccccc1	-4.2	0	-4	-1.2	.	0	0	1	0.2
FC(F)(F)c1cc(-c2ccccc2)nc2ncnn12	0.8	-15	1	0.9	-0.9	34*	2	4	-0.1
Cc1cc(F)ccc1NC(=O)c1cnccn1	-0.9	9	-2	-1.2	2.4	2	-10	-2	-2.0
COc1ccc(N2CCN(Cc3nc4sc(C)c(C)c4c(=O)[nH]3)CC2)cc1	-0.6	-5	7	1.3	.	2	-3	-4	0.7
CCN(CC)CCNC(=O)c1ccc(NC(=O)c2ccc(COc3ccccc3)cc2)cc1	-3.3	-3	0	1.8	-3.3	2	-22	8	0.8
COc1ccc(/C=N/Nc2cc(C)nc(N3CCOCC3)n2)c(OC)c1	-0.9	-1	48*	0.0	-3.5	-3	3	.	.
Cc1ccc(-n2nc3c(=O)n(CC(=O)NCc4ccccc4Cl)nc(C)c3c2C)cc1	-0.6	6	1	-2.2	0.3	-2	0	-4	0.5
O=C(Nc1ccc2ccccc2n1)Nc1ccccc1F	-0.6	1	-6	-0.1	-0.7	2	-1	0	2.5
O=C(CN1C(=O)NC2(CCCCCCC2)C1=O)NCc1ccccc1Cl	-2.5	-1	2	.	2.4	1	-2	-4	-2.6
Cn1cc(C(=O)N2CCCCC2)c(=O)c2cc(S(=O)(=O)N3CCCC3)ccc21	-3.2	8	16	-1.5	1.4	-10	8	0	1.3
COc1ccc(C(=O)c2sc(Nc3ccccc3)nc2C)cc1	-3.2	-7	8	2.6	0.4	4	12	-1	2.9
COc1ccc(OC)c(NC(=O)NCCc2c[nH]c3ccccc23)c1	2.0	15	0	-0.1	0.7	6	-2	20	-1.5
O=C(CCC1COc2ccccc2O1)NCc1ccccc1 (stereo not drawn)	-1.4	-5	6	0.4	.	-1	-4	0	-0.8
Cc1cc(Cl)c(OCCCn2ccnc2)c(Br)c1	-5.1	12	-7	-1.1	.	-2	6	3	-0.4
CCC(Sc1ccc2nnc(-c3cccnc3)n2n1)C(=O)O (stereo not drawn)	0.9	-1	2	-0.4	0.4	2	13	1	-0.4
CN1CCC(=NNC(=O)C(=O)NC2CCCCC2)CC1	-0.2	-12	3	-1.1	-0.7	1	2	-6	0.4
Nc1ccccc1O	2.2	.	-1	1.3	0.3	3	.	2	1.4
CC1(C(=O)NS(=O)(=O)c2cccs2)CCN1C(=O)C1(c2ccc(Cl)cc2)CC1 (stereo not drawn)	0.1	-1	2	.	0.8	2	11	-7	-0.5
N/C(=N\OC(=O)CCC1CCCC1)c1cccc([N+](=O)[O-])c1	-0.7	1	4	0.3	.	-1	3	-14	-0.9
COc1ccc(OC)c(NC(=O)CSc2nnc(-c3cccnc3)s2)c1	-1.6	5	5	-0.3	0.8	-2	6	-2	-0.9
O=C(CSc1nc2ccccc2o1)N/N=C/c1ccccc1C(=O)O	-3.3	-1	0	2.7	-2.1	2	-2	-1	-0.2
O=C(COC(=O)c1cncc(Br)c1)NCc1ccccc1	-3.0	-5	-5	-0.6	.	-2	-5	0	6.8

Part of the list above, with values under each structure.
Order of results – FadD28 FP inh, CCHF vOTU inh, GDH-TPI inh, UGM FP inh, Mtb BioA inh, FBA Mtb inh, PrPC surface inh, BoNT-F LC inh, BoNT-A LC inh2
> O=C(CCC1COc2ccccc2O1)NCc1ccccc1 (stereo not drawn)
    -1.4, -5, 6, 0.4, ., -1, -4, 0, -0.8
> Cc1cc(Cl)c(OCCCn2ccnc2)c(Br)c1
    -5.1, 12, -7, -1.1, ., -2, 6, 3, -0.4
> CCC(Sc1ccc2nnc(-c3cccnc3)n2n1)C(=O)O (stereo not drawn)
    0.9, -1, 2, -0.4, 0.4, 2, 13, 1, -0.4
> CN1CCC(=NNC(=O)C(=O)NC2CCCCC2)CC1
    -0.2, -12, 3, -1.1, -0.7, 1, 2, -6, 0.4

(more compounds)
molecule	FadD28 FP inh	CCHF vOTU inh	GDH-TPI inh	UGM FP inh	Mtb BioA inh	FBA Mtb inh	PrPC surface inh	BoNT-F LC inh	BoNT-A LC inh2
CCOC(=O)Cn1cnc2c(nnn2-c2ccc(C)cc2)c1=O	-4.5	5	7	-0.7	1.5	-1	-6	-14	-1.4
CN1CCN(C(=O)c2ccccc2NC(=O)c2ccccc2Br)CC1	-3.3	-3	5	0.5	-0.5	0	-3	8	7.8
Cc1ccccc1NC(=S)NC(=O)COc1ccccc1C	-4.9	0	-11	1.1	-0.7	-1	9	-4	-0.3
Cc1ccc2nc(-c3sc4nc(C)ccc4c3N)[nH]c2c1	-1.2	-6	8	0.0	0.1	22	4	-7	0.6
CCn1nc(C(=O)OCC(=O)Nc2ncc(Cl)c(C)c2Cl)c2ccccc2c1=O	-2.3	-5	6	-2.9	-2.1	-3	2	-3	0.8
COc1cc(NC(=O)CSc2ccccc2)c(C(=O)O)cc1OC	-0.9	-4	7	1.7	-4.7	2	2	0	-0.1
COc1cc(OC)cc(-c2cc3nc(C4CCN(C(=O)OC(C)(C)C)CC4)cc(=O)n3[nH]2)c1	-0.1	13	7	-0.5	0.1	27	5	-17	?
COc1ccc(CCC(C)NCC(C)c2ccccc2)cc1 (stereo not drawn)	-0.1	-1	3	0.6	-0.4	5	-5	-2	-3.3
Cc1cc(NCc2ccccn2)nc2ccccc12	-1.2	-12	14	3.2	1.3	7	-3	-2	-0.7
C[C@H](O)CNC(=O)c1[nH]cnc1C(=O)N[C@@H](C)c1ccccc1	-0.2	-9	-1	.	-0.1	-3	4	-6	-0.4
CC(=O)Nc1cccc(NC(=O)CCn2c(=O)sc3ccccc32)c1	-3.3	-9	9	-0.5	-4.9	2	6	2	1.8
C[C@H]1CN([C@@H](C)CO)C(=O)CCCn2nncc2CO[C@@H]1CN(C)Cc1ccccc1C(F)(F)F	0.5	14	4	.	-1.2&0.3	2	-2	2	-0.2
Cc1c(NS(=O)(=O)c2ccc3c(c2)n(C)c(=O)n3C)c(=O)n(-c2ccccc2)n1C	-2.3	4	-10	1.0	-1.2	3	5	0	0.6
Cc1cc(OC(=O)c2ccc(Cl)cc2Cl)c([N+](=O)[O-])c(=O)[nH]1	-1.2	6	8	-0.2	-0.2	-2	-6	-6	-0.5
O=C(O)c1ccccc1C(=O)NCc1ccc2c(c1)OCO2	-2.2	-1	14	-1.1	-2.2	6	5	0	1.0
Cc1ccc(NC(=O)C2(C)CCN2C(=O)CC(c2ccccc2)c2ccccc2)cc1 (stereo not drawn)	-1.2	13	5	.	-0.9	-1	-6	-3	-0.1
CC(=O)OC1(C)C=Cc2ccccc2C1=NS(=O)(=O)c1ccccc1 (stereo not drawn)	-2.3	9	0	.	-1.8	-3	4	-2	-0.4
O=C(O)c1ccc(NS(=O)(=O)c2cc(C(=O)O)ccc2Br)cc1	0.2	6	-1	6.2	-0.4	-5	3	-6	-0.2
CCOc1ccc(C(=O)N2CCCC2)cc1	-1.1	8	10	-0.6	0.8	1	3	1	0.4
O=C(COC(=O)c1ccc(Cl)nc1)NC1CCCc2ccccc21 (stereo not drawn)	1.2	5	7	-0.8	-0.4	0	8	1	-0.5
O=c1[nH]cnc2scc(-c3ccc(-c4ccccc4)cc3)c12	0.8	0	-4	-0.3	-0.1	4	-4	6	0.2
CN(C)Cc1c(OC(=O)c2ccc(N)cc2)ccc2ccccc12	.	-10	10	.	-0.4	3	5	-6	0.2
